hIAP block – human IAP inhibition | P09923 | purified IAP, CDP-Star luminescence, 30 min | inhibition, % at 10 µM | actives 0.12% (n = 330,000);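 active = inhibition reaching a set limit with compound at 10 µM in the primary screen, cut at about 35% in these data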;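 note: plate controls were DMSO wells with enzyme for no effect and no-enzyme buffer wells for full effect; values of inactives mirror those of a sister screen read the other way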
Target sequence (P09923 whole entry, looked up): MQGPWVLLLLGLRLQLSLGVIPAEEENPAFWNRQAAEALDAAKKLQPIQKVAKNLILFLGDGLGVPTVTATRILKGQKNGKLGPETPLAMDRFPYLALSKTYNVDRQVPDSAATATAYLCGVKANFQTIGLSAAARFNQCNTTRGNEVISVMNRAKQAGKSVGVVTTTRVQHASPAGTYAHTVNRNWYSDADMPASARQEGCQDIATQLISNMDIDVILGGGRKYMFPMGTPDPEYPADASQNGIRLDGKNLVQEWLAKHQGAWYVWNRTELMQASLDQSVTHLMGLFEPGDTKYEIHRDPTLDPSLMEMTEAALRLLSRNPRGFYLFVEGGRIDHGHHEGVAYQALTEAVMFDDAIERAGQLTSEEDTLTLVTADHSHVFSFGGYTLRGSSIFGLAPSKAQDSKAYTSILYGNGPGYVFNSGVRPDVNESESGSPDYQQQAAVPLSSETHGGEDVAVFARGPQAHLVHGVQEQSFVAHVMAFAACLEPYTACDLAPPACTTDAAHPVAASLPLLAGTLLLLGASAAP
HKDC1 inhibitor – HKDC1 (human) hexokinase inhibition | Q2TB90 | recombinant HKDC1, G6PDH/diaphorase resazurin coupled fluorescence | inhibition, % at 20 µM | actives 0.16% (n = 340,000);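 active = inhibition above about 35% when tested at 20 µM, limit read from the data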;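 note: plate controls were DMSO wells with enzyme for no effect and DMSO wells lacking enzyme for full effect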
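Material – in-house recombinant HK5 (HKDC1) enzyme · Quantity – HKDC1 at 5 µg/mL · Buffer or medium – pH 8.0 Tris buffer with 10 mM MgCl2 · Reagent – glucose with 1 mM ATP · Dosing – single 20 µM dose · Times – reaction time 90 min, room temperature, protected from light · Technique – resorufin fluorescence at 613 nm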
hIAP activ – increases human intestinal alkaline phosphatase activity; activation factor at 10 µM; actives 0.16% (n = 330,000); purified human IAP, CDP-Star luminescence, 30 min; active compounds read high; 1 = vehicle-only enzyme, 0 = enzyme-free background;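 active = activation factor of the enzyme at least 2-fold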; note: the source names both 10 and 20 µM as test concentration; values of inactives mirror those of a sister screen read the other way
mIAP activ – increases mouse intestinal alkaline phosphatase activity. activation factor at 10 µM. muIAP, CDP-Star luminescence, 30 min; active compounds read high; 1 = vehicle-only enzyme signal, 0 = enzyme-free wells. actives 0.24% (n = 330,000);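 active = activation factor of at least 2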; note: the source names both 10 and 20 µM as test concentration; values of inactives mirror those of a sister screen read the other way
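Assay system: mouse IAP enzyme; Reagent: CDP-Star chemiluminescent phosphatase substrate; Compound: DMSO-dissolved test compounds; Incubation: 30 min, room temperature; Technique: luminescence from enzymatic CDP-Star hydrolysis; Controls: DMSO-only wells and no-enzyme negative control.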
APOBEC3A inh – blocks human APOBEC3A ssDNA deamination; recombinant A3A, FAM/TAMRA ssDNA deamination fluorescence; AID 493011; inhibition, % at 20 µM; actives 0.41% (n = 330,000);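 active = at least 40% inhibition at 20 µM here, with at most 30% in a related deaminase screen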;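 note: plate controls were A3A with DMSO for no effect and wells lacking A3A enzyme for full effect; some results filed as inactive read as strong as hits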
Target sequence (P31941 whole entry, looked up): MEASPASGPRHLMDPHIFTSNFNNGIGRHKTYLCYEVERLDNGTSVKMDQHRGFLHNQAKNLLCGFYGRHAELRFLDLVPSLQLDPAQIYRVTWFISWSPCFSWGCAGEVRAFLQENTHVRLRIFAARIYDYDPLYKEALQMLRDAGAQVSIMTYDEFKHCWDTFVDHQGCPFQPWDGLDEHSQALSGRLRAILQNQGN
mIAP inh – blocks mouse intestinal alkaline phosphatase; inhibition, % at 10 µM; purified mouse IAP, CDP-Star luminescence, 30 min; actives 0.2% (n = 330,000); AID 2806;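 active = inhibition of at least 40% at 10 µM in the primary screen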;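 note: plate controls were DMSO with enzyme for no effect and no enzyme wells for full effect; values of inactives mirror those of a sister screen read the other way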
PfG6PD inh – PfG6PD (Plasmodium falciparum) enzyme inhibition. PfGluPho enzyme, NADPH resazurin-diaphorase fluorescence. inhibition, % at 20 µM. actives 0.78% (n = 350,000). AID 504690;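 active = inhibition reaching at least a set limit at 20 µM in the primary screen, cut at about 59% in these data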;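 note: 0% = DMSO wells with substrate and 100% = DMSO wells lacking glucose-6-phosphate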
ATG4B inhibitor – ATG4B (human) cysteine protease inhibition; AID 504462; actives 0.51% (n = 340,000); inhibition, % at 8.33 µM; ATG4B cleavage of LC3-PLA2, NBD-HPC fluorescence, 1 h; Q9Y4P1; in the data active = inhibition above about 40%
Starred values were filed as active, the others as inactive; nt = not tested or not shown.

compound,ATG4B inhibitor,APOBEC3A inh,HKDC1 inhibitor,hIAP activ,mIAP activ,hIAP block,mIAP inh,PfG6PD inh
O=C(Nc1ccc2c(c1)OCO2)c1cnn2c1NC(c1ccco1)CC2C(F)(F)F (stereo not given),-7,-2,-3,1.3,1.1,-32,-12,-6
CC(=O)/C(C#N)=C1\NC(=O)C(Cc2ccccc2Cl)S1 (stereo not given),-13,-4,6,0.85,0.99,15,1,-11
CCCCCCSc1ccc([C@@H]2[C@@H]3C(=O)N(C)C(=O)[C@@H]3[C@]3(C(=O)OC)CCCCN23)cc1,-5,2,5,1.1,0.99,-8,1,13
COc1cccc(C2CC(=O)Nc3cc(OC)c(OC)cc32)c1 (stereo not given),1,-6,-5,0.98,1,2,0,-18
CSc1cccc(NC(N)=S)c1,-2,-2,-7,0.99,0.98,1,2,-13
Cc1ccc(S(=O)(=O)Oc2ccc(/C=N/NC(=O)c3nn(C)cc3[N+](=O)[O-])cc2)cc1,-4,-5,-8,0.98,0.85,2,15,8
CCOC(=O)N1CCN(C(=O)C2CCN(S(=O)(=O)c3ccc(NC(C)=O)cc3)CC2)CC1,0,-3,-4,0.97,0.91,3,9,1
COc1ccccc1/C=N/Nc1nncc2ccccc12,-2,-3,-6,0.93,0.87,7,13,9
O=C(NC(=S)NCc1ccncc1)c1ccccc1,7,-3,-7,1.1,0.89,-12,11,-3
CN1CCC(N(C)C(=O)CNC(=O)c2ccc(C(C)(C)C)cc2)CC1,-21,-4,-2,0.91,0.98,9,2,-7
O=C(NNC(=O)c1ccccc1[N+](=O)[O-])c1cnccn1,-2,-2,-5,1.1,0.77,-15,23,-14
COc1ccc(CN2C(=O)NC3(CCOc4ccccc43)C2=O)cc1F (stereo not given),2,0,16,0.96,1.1,4,-7,5
Cc1ccnc2nc(C(=O)OCCOc3ccc(Cl)cc3)nn12,-2,2,-5,1.2,1.1,-17,-5,-7
COc1ccc(-c2cccc(-c3cc(=O)oc4cc(OC)c(OC)c(OC)c34)c2)cc1,-6,5,-2,nt,1,nt,-3,11
O=C1Oc2ccccc2C2(O)C3CCCCCC3C12 (stereo not given),0,-5,-1,0.94,0.84,6,16,-7
Cc1cc(-n2c(C)cc(C(=O)CSc3ccccn3)c2C)no1,-6,-4,-3,1.1,1.2,-7,-17,67*
CNS(=O)(=O)c1cccc(C(=O)NCC2CCCCC2)c1,3,2,-3,1,0.99,-4,1,7
COc1ccc2c(c1)[nH]c1c(=O)n(CCCn3ccnc3)cnc12,-7,-1,-7,1,1,-2,-4,0
COc1ccc(C(=O)N2CC(=O)Nc3ccc(C)cc3C2c2ccccc2)cc1 (stereo not given),13,-3,-5,0.87,0.91,13,9,-6
CCOC(=O)c1sc(NC(=O)CSc2nnc(C)s2)c(C(=O)OCC)c1C,-2,-3,4,1.1,1.1,-12,-12,5
COc1cc(/C=N/NC(=O)c2cnccn2)ccc1O,-4,1,-12,0.93,1,7,-1,5
Nc1ncnc2c1ncn2[C@@H]1O[C@H](CNC(=O)[C@H](N)Cc2cscn2)[C@@H](O)[C@H]1O,5,0,-1,nt,1.1,nt,-11,3
CC(=O)Nc1cccc(-c2nnc(SCC(=O)n3c4c(c5ccccc53)CCCC4)n2C)c1,-27,2,5,0.97,0.95,3,5,24
O=S(=O)(c1cc(Cl)ccc1Cl)N1CCN(Cc2ccco2)CC1,2,-4,-5,1,1,-3,0,-7

Part of the list above, as labelled records.
Structure: CNS(=O)(=O)c1cccc(C(=O)NCC2CCCCC2)c1
  ATG4B inhibitor: 3; APOBEC3A inh: 2; HKDC1 inhibitor: -3; hIAP activ: 1; mIAP activ: 0.99; hIAP block: -4; mIAP inh: 1; PfG6PD inh: 7

Structure: COc1ccc2c(c1)[nH]c1c(=O)n(CCCn3ccnc3)cnc12
  ATG4B inhibitor: -7; APOBEC3A inh: -1; HKDC1 inhibitor: -7; hIAP activ: 1; mIAP activ: 1; hIAP block: -2; mIAP inh: -4; PfG6PD inh: 0

Structure: COc1ccc(C(=O)N2CC(=O)Nc3ccc(C)cc3C2c2ccccc2)cc1 (stereo not given)
  ATG4B inhibitor: 13; APOBEC3A inh: -3; HKDC1 inhibitor: -5; hIAP activ: 0.87; mIAP activ: 0.91; hIAP block: 13; mIAP inh: 9; PfG6PD inh: -6

Next section.
compound,ATG4B inhibitor,APOBEC3A inh,HKDC1 inhibitor,hIAP activ,mIAP activ,hIAP block,mIAP inh,PfG6PD inh
c1ccc(NC2=NCCCCS2)cc1,-13,0,-3,1,1,-2,-3,-1
CSc1ccc(COC(=O)CCS(=O)(=O)c2ccc(C)cc2)cc1,3,-6,3,1,1,0,-3,-4
CC(C)C(NC(=O)CN(c1cccc(F)c1)S(C)(=O)=O)C(C)C,-13,-9,-2,1.1,0.97,-9,3,-7
CC(C)C(NS(=O)(=O)c1cccc2nsnc12)C(=O)N1CCn2c1nc1ccccc12 (stereo not given),-10,2,-5,1,0.99,-4,1,11
Cc1ccc(C(=O)OCC(=O)N(Cc2ccccc2)C(C)C)cc1C,12,-5,-4,0.98,1,2,-4,-8
Cc1ccc(C(=O)Nc2ccc3c(c2)OCO3)cc1S(=O)(=O)N1CCCCC1,-1,-2,4,1,0.99,-4,1,3
CCOC(=O)c1ccccc1Nc1cc(C)nc2nc(C)nn12,8,-1,7,0.84,0.88,16,12,4
CCN(C(=O)COC(=O)c1cc(-c2ccc3cc(OC)ccc3c2)nc2ccccc12)C1CCS(=O)(=O)C1 (stereo not given),nt,1,nt,0.91,0.89,9,12,nt
Cn1c(=O)c2[nH]c(N3CCN(c4cccc(O)c4)CC3)nc2n(C)c1=O,-11,1,0,1.1,0.95,-6,5,22
c1ccc(-c2nc(N3CCN(c4ccccc4)CC3)nc(-n3ccnc3)n2)cc1,-5,-3,7,1.1,0.94,-11,6,6
CC(=O)C1=C(O)C(=O)N(CCc2c[nH]c3ccccc23)C1c1ccc(O)cc1 (stereo not given),-9,1,4,0.83,0.95,17,5,7
COc1ccccc1NC(=O)CC(=O)Nc1ccccc1OC,-1,-3,5,1.1,1,-7,0,-3
Cc1[nH]n(-c2ccccc2)c(=O)c1N=Nc1ccc(Cl)cc1,1,2,-5,1.1,0.95,-11,5,-1
CC(C)CC1NC(=O)N(CC(=O)Nc2ccc3c(c2)OCCO3)C1=O (stereo not given),-5,-1,-2,0.97,0.95,3,5,-4
COc1ccc(C(=O)COC(=O)C(CCSC)NC(=O)COc2ccccc2)c(OC)c1 (stereo not given),-1,1,-1,1.1,0.94,-8,6,-4
O=C(Oc1ccc(-c2nccc(-c3ccccn3)n2)cc1)c1cccc(C(F)(F)F)c1,4,-2,0,0.9,0.96,10,4,-4

Structures above printed as active in PfG6PD inh.
compound,ATG4B inhibitor,APOBEC3A inh,HKDC1 inhibitor,hIAP activ,mIAP activ,hIAP block,mIAP inh,PfG6PD inh
Cc1cc(-n2c(C)cc(C(=O)CSc3ccccn3)c2C)no1,-6,-4,-3,1.1,1.2,-7,-17,67*

The listing continues:
compound,ATG4B inhibitor,APOBEC3A inh,HKDC1 inhibitor,hIAP activ,mIAP activ,hIAP block,mIAP inh,PfG6PD inh
O=C(Nc1ccccc1F)c1cccc(C(=O)Nc2ccccc2F)c1,-5,-5,-5,0.87,0.99,13,1,-2
CN(C)c1ccc(N=C/C=C2\N(C)c3ccccc3C2(C)C)cc1,3,-3,4,1,0.82,-3,18,4
COc1ccc(CNC(=O)CN(c2ccc(OC)cc2)S(=O)(=O)c2c(C)[nH]c(=O)[nH]c2=O)cc1,5,-4,-6,1.1,0.99,-10,1,-8
Cc1onc(-c2c(F)cccc2Cl)c1C(=O)NCc1ccccn1,-12,-3,-2,1,0.95,0,5,-3
COC(=O)[C@@]1(Cc2ccc(OC)cc2)[C@@H]2C(=CC(=O)[C@H]2CC(=O)C(=O)N2CCCC2)CN1C(=O)c1ccccc1,0,-2,11,1,0.97,-1,3,-13
C=CCOn1c(C)c(C(C)=O)c2c3nonc3ccc21,-19,-15,-36,1.1,0.99,-6,1,-9
Cn1c(=O)c2c(ncn2CC(=O)OCC(=O)Nc2sccc2C(N)=O)n(C)c1=O,3,2,5,1,1,-2,-1,17
c1cncc(-c2nnc(SCc3nc4ccccc4[nH]3)o2)c1,-2,-2,-3,0.9,0.93,10,7,58
CC1=[N+]([O-])C(C)(C)C(C)N(O)C1=O (stereo not given),-1,6,-6,1,0.97,-2,2,-11
Nc1nnc(Cc2cccc(Br)c2)s1,39,0,-1,2.1*,1,-106,-3,7
COc1ccc(CNC(=O)c2cc(-c3ccccc3OC)on2)cc1,5,1,-2,0.88,0.98,12,2,9
CC(NC(=O)c1ccco1)C(c1cccs1)N1CCN(c2ccc(F)cc2)CC1 (stereo not given),-7,-3,-5,1,1.1,-4,-10,1
O=C(/C=C/c1ccccc1)OCCCCN=C1NS(=O)(=O)c2ccccc21,-10,83*,-3,0.82,1,18,-2,4
CC1(C)CC(=O)C(C=NCCN2CCN(C(=S)Nc3ccccc3)CC2)=C(O)C1,0,-3,-2,0.91,1,9,-1,0
CC1=CC=CC2=NC(=O)CC(C)(C(=O)N(CC(=O)NC3CCCC3)Cc3ccc(Cl)cc3)N12 (stereo not given),9,2,-3,1.1,1.2,-10,-18,-2
CCOC(=O)[C@H]1[C@H]2COc3ccc(OC)cc3[C@@H]2N2C(=O)c3cc(OC)ccc3NC(=O)[C@@]12C,4,-3,-4,1.1,1,-8,-4,2
CCCc1cc(=O)[nH]c(SCC(=O)NCCN2C(=O)CSC2=O)n1,-5,-1,-4,0.97,1,3,-1,-2
CCOc1cccc2c1OC1(C)CC2NC(=O)N1c1cccc(F)c1 (stereo not given),-3,-4,-2,1.2,1.1,-23,-10,22
O=C1COc2ccc(C(=O)COC(=O)CNC(=O)c3ccco3)cc2N1,0,3,-5,0.87,0.94,13,6,-6
N#CC1=C(N)SC(N)=C(C#N)C1CCC1CCCCC1,nt,-2,nt,0.95,0.91,5,9,nt
O=C(Nc1ccc2c(c1)C(=O)OC2)c1ccc(F)cc1F,1,4,-7,1,0.95,-2,4,-6
COc1cc(/C=C/C(=O)OC(C)C(=O)NC2CCCCC2C)cc(Cl)c1OC (stereo not given),-6,0,-4,0.96,0.91,4,9,10
CCCC(C)NC(=O)CN1C(=O)NC2(CCc3ccccc32)C1=O (stereo not given),1,15,-3,1.1,1,-9,-2,-3
CCCNC(=O)Cn1cnc2sc(C(=O)NCCN(CC)CC)c(C)c2c1=O,4,-1,-6,1.2,1,-18,0,-15
Cc1ccc(NC(=O)CN2C(=O)NC(C)(c3ccc4c(c3)OCO4)C2=O)cc1 (stereo not given),2,-1,-2,1,1.1,-4,-14,2
Clc1ccccc1-c1nnc(CNC2CC2)o1,-8,0,1,1,0.99,-1,1,-7
CC(C)CN=Cc1c(O)c([N+](=O)[O-])cc2oc3c(c12)CCCC3,22,6,9,0.91,0.61,9,38,9
Cc1ccc(NC(=O)CC(N)=S)cc1,-2,2,0,0.83,0.93,17,7,8
O=C(CC(C(=O)N1CCc2ccccc21)n1ccnc1)NCc1cccnc1 (stereo not given),5,2,-5,0.89,1,11,0,-12
Cc1ccc(CSc2nnc(C(F)(F)F)n2Cc2ccc(F)cc2)cc1,13,0,-4,1.1,0.98,-9,2,1
COc1ccc(/C(C)=N/NC(=O)Cc2ccc(Cl)cc2)cc1,5,-2,-2,0.9,0.9,10,10,-7
COc1cc2oc(=O)cc(-c3ccc(-c4ccc(F)c(Cl)c4)cc3)c2c(OC)c1OC,-6,7,-1,nt,0.88,nt,12,5
COc1ccc(OCCC(=O)OCc2c(C)noc2C)cc1,8,1,-5,0.98,0.98,2,2,-1
CC1CCC(NC(=O)c2cc(S(=O)(=O)N3CCCCC3)c[nH]2)CC1 (stereo not given),-4,-3,-2,0.92,0.96,8,4,-6

Screening results as filed in PubChem BioAssay.
